HIV peptide binding: inhibitors of HIV fusion peptide binding, primary screen, biochemical, uHTS, fluorescence dequenching (AID 1986) | cell-free peptide binding, fluorescence dequenching, 30 min; higher % means a stronger effect | inhibition, % at 20 µM, or IC50 in µM where a hit was titrated | hit rate 0.3% among 290,000; in the data active = inhibition mostly above about 52%, no sharp cut-off; inactive = mostly below about 76%; also: some results filed as inactive read as strong as hits
WT yeast gro inh: growth inhibition of WT strain, primary screen, mitochondrial fusion inhibitor project, WT and mutant strains, chemical genetic; mitochondrial fusion phenotypic screen; inhibition, % at 10 µM; hit rate 2.1% among 190,000; AID 1362, 2008; in the data active = inhibition above about 58%; tested in S. cerevisiae
Ins promoter up: insulin promoter activators in MIN6 cells, imaging, high-content screening, mouse beta cells. MIN6 insulin promoter-GFP reporter; stronger effect = higher value. hit rate 0.3% among 190,000. z-score at 5 µM. AID 1625, 2009;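 active = z-score above 3 at 5 µM with at least 500 cells counted in the well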
Dynein cargo inh: inhibitors of GR-EGFP nuclear translocation, primary screen, dynein cargo transport inhibitor project, imaging, high-content, 3617.4 mouse cells; test concentration mostly 20 µM; stimulated with dexamethasone, 1 µM; stronger effect = lower value; z-score, hits read low; hit rate 0.47% among 220,000; AID 1381, 2008;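 active = plate z-score of nuclear minus cytoplasmic receptor signal below a set negative limit, without overly bright fluorescence or cell loss, cut at about -3.5 in these data, passing the limit was not always enough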;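 also: z-score of nuclear minus cytoplasmic ring GR-EGFP intensity difference per well; some compounds called inactive have numbers as strong as hits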
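Buffer or medium: tet-free, stripped-serum medium; reagent: dexamethasone at 1.0 µM final, 30 min; incubation: 48 h induction, 1 h compound, 30 min dex at 37 °C; measured by: formaldehyde fixation, Hoechst nuclear stain, 10x automated fluorescence imaging; read-out: nuclear-to-cytoplasmic GR-EGFP distribution per well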
Autophagy HCS: autophagy modulators in MEF cells, primary screen, imaging, high-content, MEF GFP-LC3; MEF GFP-LC3 puncta imaging; test concentration mostly 10 µM; calls only at 10 µM (by protocol); hit rate 0.98% among 190,000;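 active = percentage of spot-positive cells more than 3 SD above its plate mean, without a fluorescence outlier flag or 80% toxicity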;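 also: spot-positive cell cutoff set from DMSO-treated cells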
MT stabilizer: microtubule stabilizers in HeLa cells, primary screen, imaging, high-content imaging; hit rate 0.83% among 200,000; AID 2205, 2009; HeLa tubulin immunostaining HCS, 24 h; share of cells brighter than vehicle mean+2SD; % tubulin-high responders, % at 10 µM;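 active = plate Z-score above 3 for both tubulin-high and condensed-nucleus cell shares, with cell loss under 80%, at 10 µM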;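 also: anti alpha tubulin signal scored within the nucleus-defined area of each cell; some results filed as inactive read as strong as hits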
AID2073: inhibitors of Mint1-CaV2.2 protein interaction, biochemical, HTRF (AID 2073); Voltage-dependent N-type calcium channel subunit alpha-1B (Homo sapiens); HTRF protein-protein interaction, Mint1-CaV2.2; higher % means a stronger effect; one-dose inhibition, % at 20 µM; IC50 in µM for titrated hits; hit rate 0.19% among 290,000; in the data active = inhibition mostly above about 51%, no sharp cut-off; also: some results filed as inactive read as strong as hits
b-catenin transl: modulators of beta-catenin nuclear translocation, primary screen, imaging, HeLa cells, immunofluorescence, high-content | nuclear translocation activity, % at 5 µM | hit rate 0.3% among 190,000 | AID 1665, 2009;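 active = nuclear translocation activity above 50% at 5 µM, with a well cell count of 50 or more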;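 also: per-cell ratio of nuclear to cytoplasmic median beta-catenin stain intensity; plate controls were DMSO negative control for no effect and GSK-3 inhibitor IX positive control for full effect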
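Test system: human HeLa cells, native beta-catenin. Compound dosing: 5 µM primary single dose, 0.1% DMSO, 0.02–20 µM confirmation series. Incubation: compound exposure 24 h at 37°C. Detection: beta-catenin immunostaining with DAPI counterstain, 20x imaging, 6 fields/well. Read-out basis: Nuclear/cytoplasmic beta-catenin signal ratio, % activation.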
Yfh1-depleted yeast: enhancers of respiration in Yfh1-depleted yeast, dose response, Friedreich's ataxia, plus single-dose screen (AID 1465); S. cerevisiae Yfh1-off respiration, WST-1 reduction, 72 h; higher fold induction means a stronger effect; one-dose fold induction at 50 µM; EC50 in µM for titrated hits; hit rate 0.074% among 220,000;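 active = fold induction of absorbance versus untreated yeast above a set limit, then at least 30% activation at any dose in follow-up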;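 also: activators that raise dye reduction in frataxin-depleted yeast; strong numbers were not always called active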
WT yeast gro inh mutant strain: also measured in WT yeast gro inh; calls as there; inhibition, %; mitochondrial fusion phenotypic screen, mutant strain inhibition
Dynein cargo inh cytoplasmic EGFP: recorded beside Dynein cargo inh, whose call it bears; z-score; measured here: cytoplasmic GR-EGFP intensity; stronger effect = higher value
Dynein cargo inh nuclear GR-EGFP: recorded beside Dynein cargo inh, whose call it bears; z-score; measured here: nuclear GR-EGFP intensity;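 lower value marks the stronger effect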
Dynein cargo inh cell count: recorded beside Dynein cargo inh, whose call it bears; z-score; measured here: cell count per field
Ins promoter up cell count: also measured in Ins promoter up; calls as there; cell count; measured here: cytotoxicity, nuclei count;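 total cells summed across four imaged fields per well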
b-catenin transl cell count 5 µM: recorded beside b-catenin transl, whose call it bears; cell count; measured here: cell count, cytotoxicity flag
MT stabilizer Hoechst-high %: also measured in MT stabilizer; calls as there; % Hoechst-high responders; measured here: nuclear condensation Hoechst responders;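 share of cells brighter than vehicle mean plus two SD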
MT stabilizer cytotoxicity %: also measured in MT stabilizer; calls as there; toxicity, %; measured here: cytotoxicity by cell density;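 0% = mean cell density of plate MIN control wells and 100% = no cells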
Autophagy HCS cell loss 18 h: also measured in Autophagy HCS; calls as there; toxicity, %; measured here: cell loss, nuclei count;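 cell loss after 18 h compound exposure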
Starred values were filed as active, the others as inactive; i = inactive; x = not tested or not shown.

SMILES | HIV peptide binding | WT yeast gro inh | WT yeast gro inh mutant strain | Ins promoter up | Ins promoter up cell count | Dynein cargo inh | Dynein cargo inh cytoplasmic EGFP | Dynein cargo inh nuclear GR-EGFP | Dynein cargo inh cell count | Autophagy HCS | Autophagy HCS cell loss 18 h | MT stabilizer | MT stabilizer Hoechst-high % | MT stabilizer cytotoxicity % | AID2073 | b-catenin transl | b-catenin transl cell count 5 µM | Yfh1-depleted yeast
O=C(Nc1cccc(F)c1)OC(CN1CCCCC1)C(F)(F)F (stereo not drawn) | -1.9% | 13 | 3 | x | x | -0.38 | -0.22 | -0.8 | 0.14 | i | 3 | 2.8 | 1.9 | 9.6 | 3% | x | x | i
CCOC(=O)c1c(C)n(C)c2ccc(OC)c(NC(=O)CN3CCSCC3)c12 | -0.2% | 13 | -3 | 0.28 | 1280 | -0.99 | -0.23 | -0.19 | 0.57 | i | -11 | 3.0 | 1.7 | 9.0 | -3% | 2.6 | 1139 | i
Cc1ccc(C(=O)O)cc1S(=O)(=O)N1CCSCC1 | -1.8% | -2 | -2 | 0.7 | 1472 | -0.47 | -0.18 | 0.069 | 0.26 | x | x | 1.3 | 1.9 | 6.8 | -1% | -6.3 | 1004 | i
Cc1cccc(NC(=O)c2ccccc2OCC(=O)c2ccccc2)c1 | -2.0% | 24 | -2 | x | x | -0.81 | -0.07 | -0.18 | 0.24 | i | -5 | 1.8 | 1.9 | 7.3 | -4% | -0.1 | 1102 | i
Cc1cccc(N2C(=O)CC(NNc3nc4ccccc4s3)C2=O)c1 (stereo not drawn) | 2.0% | -13 | 5 | 0.39 | 1300 | 0.39 | 0.34 | 0.52 | -0.1 | i | -16 | 2.5 | 2.6 | 10 | 3% | -4.5 | 641 | i
COc1ccc(NC(=O)C2CCCN(S(=O)(=O)c3ccc4c(c3)oc(=O)n4C)C2)cc1OC (stereo not drawn) | 3.5% | 5 | -1 | 0.09 | 1054 | -0.16 | -0.22 | -0.077 | 0.066 | i | 16 | 2.3 | 2.3 | 2.5 | 10% | x | x | i
Cc1noc(C)c1S(=O)(=O)Nc1ccc(C(=O)N2CCN(c3ccc(F)cc3)CC2)cc1 | -1.3% | -5 | -6 | 0.01 | 899 | 1.1 | -0.22 | 0.72 | -1.1 | i | -32 | 1.3 | 2.1 | 5.7 | -16% | 0.2 | 1108 | i
CCN(CC)C(=O)NC1CC(=O)N(c2ccc(OC)cc2)C1 (stereo not drawn) | -0.4% | 2 | 18 | -0.82 | 1431 | 2 | -0.19 | 1.3 | -1.6 | i | 24 | 3.6 | 2.0 | 2.3 | -3% | 2.9 | 1037 | i
COc1cc2c(cc1OC)C(C(=O)N1CCOCC1)C(c1cccs1)N(C)C2=O (stereo not drawn) | -0.1% | -6 | 0 | 0.11 | 1544 | -0.34 | -0.22 | 0.054 | 0.065 | i | 13 | 4.5 | 2.7 | 7.3 | 2% | -0.8 | 1400 | i
COc1ccc(/C=N/n2c(SC)nnc(C(C)(C)C)c2=O)cc1 | 1.3% | 3 | 20 | 0.38 | 839 | -0.3 | -0.24 | -0.2 | 0.88 | i | -7 | 2.2 | 1.5 | 4.0 | 0% | x | x | i
CCn1c2ccccc2c2nnc(SCC(=O)OCN3C(=O)c4ccccc4C3=O)nc21 | -0.6% | -7 | 26 | 0.45 | 1288 | -1.2 | -0.34 | -0.69 | 1.6 | i | 3 | 2.5 | 2.9 | 12 | 7% | -1.4 | 1086 | i
COc1ccc(OC)c(-c2cc(C(=O)NCc3cccs3)no2)c1 | -0.9% | 3 | -3 | x | x | 1.3 | -0.28 | 0.92 | 0.26 | i | 6 | 2.6 | 2.2 | 18 | -2% | 0.2 | 1150 | i
O=C(CSc1nc(-c2ccco2)cc(C(F)(F)F)n1)NN1CCOCC1 | 0.7% | -4 | 1 | 0.35 | 1409 | 0.65 | -0.26 | 0.42 | -0.31 | i | 10 | 3.8 | 1.6 | 5.6 | -2% | 1.0 | 1460 | i
Cc1ccc(-c2nc(CN(C)C(C3CC3)C3CC3)c(C)o2)cc1 | 2.5% | 6 | -5 | 0.99 | 1469 | -0.44 | -0.031 | -0.21 | 0.68 | i | -9 | 3.3 | 1.8 | 9.3 | 17% | 0.6 | 1033 | i
Cc1ccccc1OCC(=O)N/N=C/c1ccc2c(c1)OCCO2 | 1.7% | 1 | 2 | 0.32 | 1308 | 0.22 | -0.25 | 0.15 | 0.25 | i | -9 | 12 | 7.7 | 19 | -5% | x | x | i
COc1ccc(C2(CNC(=O)c3ccc(Br)o3)CCOCC2)cc1 | -2.3% | 6 | -14 | 0.21 | 1328 | -0.078 | -0.24 | -0.062 | 1 | i | -8 | 2.1 | 1.3 | 5.7 | -3% | x | x | i
Cc1ccc(NC(=O)C(C)c2cccc(C(=O)c3ccccc3)c2)cc1O (stereo not drawn) | -0.1% | 8 | -6 | -1.5 | 784 | -0.45 | -0.31 | -0.58 | 0.83 | i | 7 | 1.6 | 2.3 | 8.6 | -5% | -1.4 | 529 | i
O=c1cc(N2CCN(Cc3ccccc3)CC2)[nH]c(=O)n1-c1ccc(Br)cc1 | 0.9% | -3 | -1 | 2.1 | 1591 | -0.66 | -0.29 | -0.38 | 0.67 | i | -2 | 7.0 | 3.5 | 6.4 | 0% | -0.2 | 1128 | i
CC(C)CCNC(=O)NC(=O)CSc1nnc(COc2ccccc2Cl)o1 | -2.7% | 19 | 26 | -0.81 | 1229 | -0.32 | -0.3 | 0.088 | -0.13 | i | 2 | 2.6 | 2.5 | 11 | 3% | x | x | i
Cc1ccc(S(=O)(=O)NCCC(=O)NCc2ccco2)cc1 | 3.5% | 0 | -13 | -0.24 | 1279 | -0.22 | -0.29 | 0.78 | 0.29 | i | -1 | 4.4 | 3.8 | 0.9 | -2% | -1.5 | 550 | i
O=C(NC1CCCC1)C1C2C=CC3(CN(Cc4cccs4)C(=O)C13)O2 (stereo not drawn) | 2.6% | 11 | -1 | -0.12 | 1361 | -0.26 | -0.31 | 0.52 | 0.55 | i | 17 | 2.3 | 1.5 | 11 | 3% | 0.1 | 539 | x
c1ccc2c(c1)NC1(CCCCCC1)n1c-2nc2ccccc21 | 0.1% | 12 | -6 | -0.06 | 877 | 0.02 | -0.17 | 0.17 | 0.33 | i | -6 | 1.0 | 2.1 | 5.4 | 18% | -0.8 | 1162 | i
CCc1nc2ccccc2n1CCC(C)C | 3.5% | 0 | 10 | 0.14 | 1176 | -0.47 | -0.14 | -0.38 | 0.38 | i | 2 | 2.4 | 0.6 | 5.0 | -5% | -1.8 | 841 | i
Cc1ccc(-n2[nH]c(C)c(/C=N/N3C(=O)c4cccc5cccc(c45)C3=O)c2=O)cc1 | 7.5% | 13 | 13 | 0.11 | 1428 | 0.13 | -0.3 | 0.29 | 0.54 | i | 31 | 2.4 | 1.6 | 4.1 | 8% | -1.3 | 1093 | i
Cc1ccc(-n2c(C)c3c(C)nnc(C)c3c2C)cc1 | 5.3% | x | x | -0.74 | 1314 | x | x | x | x | x | x | x | x | x | 1% | 0.5 | 1158 | x
OCCN(Cc1ccccc1)Cc1ccc(Cl)cc1Cl | 0.0% | -1 | -8 | 1 | 1509 | 0.62 | -0.058 | -0.26 | -1.4 | i | 8 | 4.4 | 1.9 | 1.4 | 11% | 0.8 | 1348 | i
Oc1ccc(Nc2nc(-c3cccs3)cs2)cc1 | 10% | 4 | -5 | -0.05 | 1327 | 0.61 | -0.29 | -0.0091 | 0.32 | i | 3 | 2.5 | 4.7 | 11 | 36% | 1.0 | 504 | i
NC(=O)c1nn(-c2ccccc2)nc1NC(=O)Cn1nnc(-c2ccccc2)n1 | 4.2% | 4 | 4 | 0.16 | 1390 | -0.33 | -0.19 | -0.16 | 0.39 | i | -4 | 4.6 | 3.2 | 4.2 | 60% | -1.5 | 1096 | i
CC(C)CNS(=O)(=O)c1ccc(S(=O)(=O)NC2CCOC(C)(C)C2)cc1 (stereo not drawn) | x | x | x | x | x | 0.074 | -0.22 | 0.028 | 0.83 | i | 2 | 3.1 | 2.3 | 5.8 | x | x | x | i
COc1ccc2c(c1)CCCC21NC(=O)N(CC(=O)NC(=O)NCc2ccccc2)C1=O (stereo not drawn) | 1.0% | 22 | 7 | -0.44 | 1309 | 0.25 | -0.17 | 1 | -2.2 | i | -7 | 1.5 | 1.3 | 5.4 | -2% | -2.6 | 1054 | i
O=C(c1ccc(-c2cccc(Cl)c2Cl)o1)N1CCOCC1 | -1.3% | x | x | -0.67 | 1658 | 2 | 0.065 | 1.9 | -2.4 | i | 11 | 4.0 | 5.3 | 12 | 5% | -2.9 | 1047 | i
CC1CCN(C(=O)CSc2nc3cccnc3n2C)CC1 | 0.2% | -22 | -12 | 0.45 | 1688 | -0.43 | 1.6 | 0.09 | 0.41 | i | 13 | 4.7 | 3.0 | 1.1 | 0% | 0.5 | 1415 | i

Source: PubChem BioAssay (several laboratories)
